NCOA1 inh – inhibits human SRC1 coactivator; HEK293 GAL4-SRC1 luciferase reporter, luminescence; inhibition, % at 3.6 µM; hit rate 0.12% among 360,000;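 active = inhibition above the campaign mean plus 3 SD, with each screening campaign given its own cutoff, cut at about 60% in these data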;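 also: 0% = DMSO treated cells and 100% = gossypol at 36 µM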
Target sequence (Q15788 whole entry, looked up, the tested form may be a part): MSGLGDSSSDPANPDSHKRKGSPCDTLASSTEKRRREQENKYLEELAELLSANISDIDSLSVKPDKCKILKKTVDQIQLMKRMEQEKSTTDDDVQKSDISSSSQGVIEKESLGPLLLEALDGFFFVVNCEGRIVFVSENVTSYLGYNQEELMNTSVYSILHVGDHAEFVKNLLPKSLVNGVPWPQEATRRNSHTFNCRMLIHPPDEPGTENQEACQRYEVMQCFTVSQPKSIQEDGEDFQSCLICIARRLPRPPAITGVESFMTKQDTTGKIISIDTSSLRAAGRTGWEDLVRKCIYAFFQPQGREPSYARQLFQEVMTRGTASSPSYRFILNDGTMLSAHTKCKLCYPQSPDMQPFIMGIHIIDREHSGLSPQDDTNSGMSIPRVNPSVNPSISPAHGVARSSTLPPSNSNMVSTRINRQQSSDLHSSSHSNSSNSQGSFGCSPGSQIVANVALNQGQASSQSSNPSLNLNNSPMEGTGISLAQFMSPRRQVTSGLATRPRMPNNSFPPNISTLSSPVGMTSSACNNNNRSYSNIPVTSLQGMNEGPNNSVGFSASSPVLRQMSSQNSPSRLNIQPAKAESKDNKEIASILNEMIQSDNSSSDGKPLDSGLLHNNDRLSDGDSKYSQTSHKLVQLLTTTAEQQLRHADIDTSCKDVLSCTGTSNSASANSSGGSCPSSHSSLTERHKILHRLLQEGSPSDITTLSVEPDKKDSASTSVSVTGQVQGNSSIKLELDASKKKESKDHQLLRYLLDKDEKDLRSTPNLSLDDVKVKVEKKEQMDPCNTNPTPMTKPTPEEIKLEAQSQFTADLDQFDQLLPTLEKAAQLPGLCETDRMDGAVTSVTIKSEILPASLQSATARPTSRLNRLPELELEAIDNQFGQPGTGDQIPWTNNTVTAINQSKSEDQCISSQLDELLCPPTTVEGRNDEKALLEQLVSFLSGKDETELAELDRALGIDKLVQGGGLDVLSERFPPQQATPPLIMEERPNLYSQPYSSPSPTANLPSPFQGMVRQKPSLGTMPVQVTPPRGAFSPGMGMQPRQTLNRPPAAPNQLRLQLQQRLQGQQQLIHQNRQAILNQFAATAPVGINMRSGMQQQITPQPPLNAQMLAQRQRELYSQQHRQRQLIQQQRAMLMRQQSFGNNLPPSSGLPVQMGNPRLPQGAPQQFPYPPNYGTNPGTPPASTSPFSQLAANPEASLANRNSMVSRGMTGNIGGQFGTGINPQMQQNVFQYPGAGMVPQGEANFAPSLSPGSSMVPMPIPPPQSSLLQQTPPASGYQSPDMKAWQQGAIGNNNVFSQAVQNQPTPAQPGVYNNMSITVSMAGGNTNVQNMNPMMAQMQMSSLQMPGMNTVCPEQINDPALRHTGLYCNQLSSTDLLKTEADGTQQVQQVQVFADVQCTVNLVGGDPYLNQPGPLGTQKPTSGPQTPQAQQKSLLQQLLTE
NR2F2 inh – NR2F2 (human) inhibition, primary screen. inhibition, % at 8.6 µM. HEK293T NGFI-A luciferase reporter, luminescence. hit rate 0.7% among 370,000. AID 686940. P24468;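 active = inhibition above a per-plate cutoff, mean inhibition of test wells between control levels plus 3 SD, cut at about 38% in these data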;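 also: cells cotransfected with COUP-TFII expression vector driving the NGFI-A reporter; 0% = median of COUP-TF2 test wells and 100% = reporter-only cells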
NR5A2 inv ag – NR5A2 inverse agonism in reporter assay; O00482; HEK293T StAR-luciferase reporter, LRH-1 transfected, 24 h; inhibition, % at 3.6 µM; hit rate 0.13% among 360,000; AID 602396;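 active = inhibition above the mean inhibition of all tested compounds plus 3 SD, cut at about 73% in these data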;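 also: 0% = DMSO wells and 100% = reporter-only cells lacking LRH-1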
TWEAK Fn14 block – inhibitors of TWEAK-Fn14 interaction signaling; hit rate 2% among 360,000; AID 1159606; inhibition, % at 10 µM; TWEAK-stimulated Fn14 reporter cells, luciferase luminescence, 8 h; in the data active = inhibition above about 50%
LMP1 NFkB inh – Epstein-Barr LMP1 NF-kappaB reporter inhibition; AID 504558; LMP1-induced NF-kappaB luciferase reporter cells, luminescence; inhibition, % at 12.5 µM; hit rate 0.69% among 350,000; in the data active = inhibition above about 41%;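 also: 0% = neutral control wells and 100% = reference inhibitor control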
TRAIL sens C8 – caspase-8 TRAIL sensitization. inhibition (viability loss, TRAIL sensitization), % at 10 µM. NB7+C8 cells + TRAIL, ATPlite viability luminescence. AID 624354. hit rate 1% among 360,000;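 active = compounds causing at least 50% loss of cell viability in the single-dose screen, relative to plate controls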
Shn3 3UTR inh – reduces Shn3 3'UTR luciferase signal in osteoblasts. Clone20 osteoblast Shn3 3'UTR firefly luciferase, 24 h. inhibition, % at 12.5 µM. hit rate 0.52% among 360,000. AID 588674;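 active = mean inhibition of at least 75% with every replicate also reaching 75%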;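 also: 0% = median of neutral control wells and 100% = pilot-screen positive control compound; some compounds past the cut are filed as inactive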
SRC3 inh – inhibitors of human steroid receptor coactivator 3 (SRC3). AID 588352. HEK293 GAL4-SRC3 luciferase reporter, luminescence. inhibition, % at 3.6 µM. hit rate 0.17% among 360,000. Q9Y6Q9;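 active = inhibition above a per-campaign cutoff, the mean of all compounds plus 3 SD, cut at about 60% in these data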;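 also: 0% = DMSO-treated cells and 100% = gossypol-treated cells at 36 µM; higher means less SRC3-driven luciferase light from the GAL4 reporter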
CF NFkB block – cystic fibrosis NF-kB activation inhibition; KKLEB NF-kB-GFP reporter, PAF-induced, GFP fluorescence overnight; inhibition, % at 5 µM; hit rate 0.86% among 360,000; AID 588850;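 active = at least 50% inhibition at 5 µM, scaled per plate between neutral and stimulator controls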;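 also: PAF is a Pseudomonas aeruginosa culture filtrate used as stimulus; plate controls were PAF-stimulated DMSO wells for no effect and unstimulated DMSO wells for full effect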
TROY signal inh – TROY signaling inhibition | Q293 LMP1-TROYcd NF-kB luciferase reporter, 4 h | inhibition, % at 10 µM | hit rate 0.98% among 360,000 | AID 1347056;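 active = compounds whose plate-normalised and pattern-corrected inhibition of the luciferase reporter signal at the single screening dose is 50% or more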
KKLEB cytotox – reduces viability of KKLEB cystic fibrosis airway cells; KKLEB CF airway cells viability, ATPlite luminescence, overnight; hits give low values; cells stimulated with P. aeruginosa culture filtrate; activity change (cytotoxicity), % at 5 µM; hit rate 0.36% among 360,000;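 active = corrected activity change at or below -50% at 5 µM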
An asterisk follows results filed as active. A portion of the library; the hit share may differ from the screen's.

What do the screens show for `O=C(Nc1ccc(CN2CCOCC2)cc1)c1ccc(F)cc1`?
NCOA1 inh: -62; NR2F2 inh: -27; NR5A2 inv ag: -54; TWEAK Fn14 block: -6; LMP1 NFkB inh: 8; TRAIL sens C8: 1; Shn3 3UTR inh: -48; SRC3 inh: -67; CF NFkB block: -8; TROY signal inh: -36; KKLEB cytotox: -4

How did CCOC(=O)Nc1ccc(NC(=O)c2ccccc2F)cc1 do in these assays?
NCOA1 inh: -34; NR2F2 inh: -26; NR5A2 inv ag: -40; TWEAK Fn14 block: -12; LMP1 NFkB inh: -16; TRAIL sens C8: 0; Shn3 3UTR inh: -64; SRC3 inh: -48; CF NFkB block: 3; TROY signal inh: -58; KKLEB cytotox: 5

What do the screens show for `O=C1CC(C(=O)Nc2ccc(Cl)c(Cl)c2)S/C(=N\N=C\c2ccco2)N1` (stereo unspecified)?
NCOA1 inh: 2; NR2F2 inh: -2; NR5A2 inv ag: -3; TWEAK Fn14 block: 1; LMP1 NFkB inh: 0; TRAIL sens C8: -6; Shn3 3UTR inh: 4; SRC3 inh: 12; CF NFkB block: 2; TROY signal inh: 12; KKLEB cytotox: 2

How did COc1ccc(-c2nn(-c3ccccc3)cc2C(=O)NC(=S)Nc2cc(Cl)ccc2Cl)cc1 do in these assays?
NCOA1 inh: -11; NR2F2 inh: 18; NR5A2 inv ag: -3; TWEAK Fn14 block: 2; LMP1 NFkB inh: -18; TRAIL sens C8: 34; Shn3 3UTR inh: 24; SRC3 inh: 0; CF NFkB block: 41; TROY signal inh: 25; KKLEB cytotox: -30

How did Cc1ccc(Cl)cc1N1CCN(C(=O)c2noc(C)c2[N+](=O)[O-])CC1 do in these assays?
NCOA1 inh: -4; NR2F2 inh: 7; NR5A2 inv ag: 30; TWEAK Fn14 block: -1; LMP1 NFkB inh: -11; TRAIL sens C8: 95*; Shn3 3UTR inh: -35; SRC3 inh: -9; CF NFkB block: 49; TROY signal inh: 7; KKLEB cytotox: -30

How did COc1ccc(-c2c(-c3ccsc3)oc(=O)c3cc(OC)c(OC)cc23)cc1 do in these assays?
NCOA1 inh: -23; NR2F2 inh: 18; NR5A2 inv ag: -23; TWEAK Fn14 block: -50; LMP1 NFkB inh: -1; TRAIL sens C8: 6; Shn3 3UTR inh: -29; SRC3 inh: -26; CF NFkB block: 14; TROY signal inh: -29; KKLEB cytotox: 2

Results for COC(=O)C(CC(C)C)NC(=O)c1ccc([N+](=O)[O-])c(C)c1 (stereo unspecified) ?
NCOA1 inh: 0; NR2F2 inh: 3; NR5A2 inv ag: -9; TWEAK Fn14 block: -6; LMP1 NFkB inh: -1; TRAIL sens C8: 14; Shn3 3UTR inh: -5; SRC3 inh: 9; CF NFkB block: -2; TROY signal inh: -9; KKLEB cytotox: 6

Results for ON=C1c2cc(OCCN3CCCCC3)ccc2-c2ccc(OCCN3CCCCC3)cc21 ?
NCOA1 inh: -13; NR5A2 inv ag: -18; TWEAK Fn14 block: -4; LMP1 NFkB inh: -56; TRAIL sens C8: 30; Shn3 3UTR inh: -9; SRC3 inh: -16; CF NFkB block: -8; TROY signal inh: 15; KKLEB cytotox: -3

What do the screens show for `Cc1cccc(OCC(=O)Nc2ccncc2)c1`?
NCOA1 inh: 6; NR2F2 inh: 22; NR5A2 inv ag: 10; TWEAK Fn14 block: 16; LMP1 NFkB inh: 0; TRAIL sens C8: 0; Shn3 3UTR inh: 21; SRC3 inh: 13; CF NFkB block: 3; TROY signal inh: -18; KKLEB cytotox: 3

Results for O=C(c1cc(-c2ccccc2)on1)N(Cc1cccnc1)C(c1ccccn1)c1nc2ccccc2[nH]1 (stereo unspecified) ?
NCOA1 inh: -8; NR2F2 inh: 4; NR5A2 inv ag: 0; TWEAK Fn14 block: 4; TRAIL sens C8: 3; Shn3 3UTR inh: 6; SRC3 inh: 22; CF NFkB block: -8; TROY signal inh: -3; KKLEB cytotox: -4

Results for COC(=O)c1ccc(/C=N/N2CCN(Cc3ccccc3Cl)CC2)cc1 ?
NCOA1 inh: 3; NR2F2 inh: 8; NR5A2 inv ag: -10; TWEAK Fn14 block: -24; LMP1 NFkB inh: 3; TRAIL sens C8: -10; Shn3 3UTR inh: 11; SRC3 inh: -3; CF NFkB block: 23; TROY signal inh: 4; KKLEB cytotox: -2

How did Cc1nc(Nc2c(Cl)cccc2Cl)sc1C(=O)Nc1ccccc1 do in these assays?
NCOA1 inh: 0; NR2F2 inh: 20; NR5A2 inv ag: -12; TWEAK Fn14 block: 1; LMP1 NFkB inh: 1; TRAIL sens C8: 23; Shn3 3UTR inh: -8; SRC3 inh: -6; CF NFkB block: 0; TROY signal inh: -27; KKLEB cytotox: -16

How did C/C(=N\NC(=O)c1ccc(CSc2nncn2C)cc1)c1ccc2ccccc2c1 do in these assays?
NCOA1 inh: 0; NR2F2 inh: 16; NR5A2 inv ag: -18; TWEAK Fn14 block: -4; LMP1 NFkB inh: 1; TRAIL sens C8: 4; Shn3 3UTR inh: 1; SRC3 inh: 15; CF NFkB block: -7; TROY signal inh: -2; KKLEB cytotox: 10

Results for Cn1c(=O)c([N+](=O)[O-])c(-n2cnc3ccccc32)c2ccccc21 ?
NCOA1 inh: 3; NR2F2 inh: 3; NR5A2 inv ag: 11; TWEAK Fn14 block: 0; LMP1 NFkB inh: -13; TRAIL sens C8: 4; Shn3 3UTR inh: -1; SRC3 inh: 5; CF NFkB block: -8; TROY signal inh: -8; KKLEB cytotox: -6

Results for CCOc1ccc(Nc2nc(N3CCOCC3)nc(N3CCOCC3)n2)cc1 ?
NCOA1 inh: 7; NR2F2 inh: -6; NR5A2 inv ag: 11; TWEAK Fn14 block: -26; LMP1 NFkB inh: 9; TRAIL sens C8: -1; Shn3 3UTR inh: 4; SRC3 inh: -1; CF NFkB block: -8; TROY signal inh: 9; KKLEB cytotox: 1

What do the screens show for `Cn1cc(S(=O)(=O)N2CCN(Cc3ccccc3)CC2)c(=O)n(C)c1=O`?
NCOA1 inh: 6; NR2F2 inh: 16; NR5A2 inv ag: 17; TWEAK Fn14 block: -18; LMP1 NFkB inh: -6; TRAIL sens C8: -16; Shn3 3UTR inh: -12; SRC3 inh: 15; CF NFkB block: 26; TROY signal inh: 1; KKLEB cytotox: -13

Results for CCOC(=O)c1sc(NC(=O)CNCc2cccnc2)c(C(=O)OCC)c1C ?
NCOA1 inh: 12; NR2F2 inh: 5; NR5A2 inv ag: 31; TWEAK Fn14 block: 3; LMP1 NFkB inh: -4; TRAIL sens C8: -11; Shn3 3UTR inh: 6; SRC3 inh: 4; CF NFkB block: -18; TROY signal inh: -10; KKLEB cytotox: -7

What do the screens show for `Brc1cccc(/C=N/Nc2nn[nH]n2)c1`?
NCOA1 inh: 4; NR2F2 inh: 3; NR5A2 inv ag: 4; TWEAK Fn14 block: 2; LMP1 NFkB inh: 4; TRAIL sens C8: 3; Shn3 3UTR inh: -4; SRC3 inh: 16; CF NFkB block: -5; TROY signal inh: 5; KKLEB cytotox: 2

Results for C(=N\n1cnnc1)/C1CCCCC1 ?
NCOA1 inh: -1; NR2F2 inh: 13; NR5A2 inv ag: 8; TWEAK Fn14 block: 16; LMP1 NFkB inh: -5; TRAIL sens C8: -4; Shn3 3UTR inh: -2; SRC3 inh: 18; CF NFkB block: -13; TROY signal inh: -2; KKLEB cytotox: -1

How did C=CCNC(=O)CN1C2CCCC1CC(NC(=O)c1ccccc1C)C2 (stereo unspecified) do in these assays?
NCOA1 inh: -13; NR2F2 inh: -20; NR5A2 inv ag: 6; TWEAK Fn14 block: 14; LMP1 NFkB inh: 2; TRAIL sens C8: -5; Shn3 3UTR inh: 2; SRC3 inh: -4; CF NFkB block: 9; TROY signal inh: -13; KKLEB cytotox: 4

What do the screens show for `COc1ccc(CCNC(=O)Cc2ccc(OCc3ccccc3)c(OC)c2[N+](=O)[O-])cc1OCc1ccccc1`?
NCOA1 inh: -6; NR2F2 inh: 0; NR5A2 inv ag: -4; TWEAK Fn14 block: 50; LMP1 NFkB inh: 3; TRAIL sens C8: 12; Shn3 3UTR inh: 61; SRC3 inh: 6; CF NFkB block: 5; TROY signal inh: 2; KKLEB cytotox: -3

Results for CN(C)c1ccc(C(=O)NCC2CCCO2)cc1 (stereo unspecified) ?
NCOA1 inh: -47; NR2F2 inh: -5; NR5A2 inv ag: -84; TWEAK Fn14 block: -6; LMP1 NFkB inh: -18; TRAIL sens C8: -6; Shn3 3UTR inh: -71; SRC3 inh: -65; CF NFkB block: 11; TROY signal inh: -20; KKLEB cytotox: -14

How did CCC(C)(C)n1nnnc1C(c1cc2cccc(C)c2[nH]c1=O)N1CCN(C(=O)c2ccco2)CC1 (stereo unspecified) do in these assays?
NCOA1 inh: 13; NR2F2 inh: -6; NR5A2 inv ag: -1; TWEAK Fn14 block: -4; LMP1 NFkB inh: 14; TRAIL sens C8: -9; Shn3 3UTR inh: 5; SRC3 inh: 3; CF NFkB block: -26; TROY signal inh: -14; KKLEB cytotox: 0

What do the screens show for `CN(CC(=O)Nc1ccccc1C(F)(F)F)C(=O)COc1cccnc1[N+](=O)[O-]`?
NCOA1 inh: 0; NR2F2 inh: -2; NR5A2 inv ag: -2; TWEAK Fn14 block: -4; LMP1 NFkB inh: 0; TRAIL sens C8: 3; Shn3 3UTR inh: 0; SRC3 inh: 13; CF NFkB block: 0; TROY signal inh: -4; KKLEB cytotox: 3

How did Nc1ncnc2c1ncn2[C@@H]1O[C@H](CNS(=O)(=O)c2ccc(-c3ccno3)s2)[C@@H](O)[C@H]1O do in these assays?
NCOA1 inh: -23; NR2F2 inh: -14; NR5A2 inv ag: 7; TWEAK Fn14 block: 2; LMP1 NFkB inh: -19; TRAIL sens C8: -7; Shn3 3UTR inh: -16; SRC3 inh: -6; CF NFkB block: 15; TROY signal inh: -11; KKLEB cytotox: 0

Results for COC(=O)CCN1CCN(S(=O)(=O)c2cccc(Br)c2)CC1 ?
NCOA1 inh: 4; NR2F2 inh: 3; NR5A2 inv ag: -25; TWEAK Fn14 block: -3; LMP1 NFkB inh: 7; TRAIL sens C8: -1; Shn3 3UTR inh: 13; SRC3 inh: 6; CF NFkB block: -1; TROY signal inh: 1; KKLEB cytotox: -9

What do the screens show for `COc1ccc(-n2c(SCC(=O)Nc3cc(C(=O)O)ccc3C)nc3ccccc3c2=O)cc1Cl`?
NCOA1 inh: 3; NR2F2 inh: 4; NR5A2 inv ag: 14; TWEAK Fn14 block: 2; LMP1 NFkB inh: 2; TRAIL sens C8: -10; Shn3 3UTR inh: -8; SRC3 inh: 13; CF NFkB block: -5; TROY signal inh: 13; KKLEB cytotox: 23

What do the screens show for `CC(C)C(NC(=O)CN(c1ccc2c(c1)OCCO2)S(=O)(=O)c1ccccc1)C(C)C`?
NCOA1 inh: 10; NR2F2 inh: 11; NR5A2 inv ag: -6; TWEAK Fn14 block: -5; LMP1 NFkB inh: 6; TRAIL sens C8: -3; Shn3 3UTR inh: 12; SRC3 inh: 10; CF NFkB block: -25; TROY signal inh: 0; KKLEB cytotox: -1

From PubChem
